PglD DTNB: C. jejuni PglD acetyltransferase inhibitors, primary screen, biochemical, DTNB colorimetric, single point; purified PglD enzyme, DTNB colorimetric CoA detection; hit rate 0.098% among 360,000; AID 602405, 2012; inhibition, % at 12.5 µM; UDP-N-acetylbacillosamine N-acetyltransferase PglD (Campylobacter jejuni); in the data active means inhibition above about 16%, passing the limit was not always enough; further: strong numbers were not always called active
Cneo AK release: Cryptococcus neoformans cell lysis inducers, primary screen, AK release luminescence, single concentration; C. neoformans lysis, adenylate kinase release luminescence, 4 h; normalised: neutral wells 0, clomiphene wells 100; lysis activity, % at 15 µM; hit rate 0.2% among 360,000;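 active means mean lysis activity across replicates of at least 80%, whatever share of replicates individually reach that level; inactive means mean lysis activity below 80%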
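Test system: log-phase Cryptococcus neoformans yeast cells; Quantity: yeast cell density of 5 × 10^6 cells/mL; Buffer or medium: YPD; Doses: single compound concentration per well; Timing: 4 h at 37 °C static, read 1 h later; Measured by: AK luminescence; Read-out basis: lysis from increased AK signal; Control set: Clomiphene as positive control.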
INS-1E GSIS act: GLuc luminescence reporter in INS-1E cells, primary screen for activators of glucose-dependent secretion of insulin | activation, % at 16.6 µM | hit rate 0.61% among 370,000 | INS-1E GLuc reporter insulin secretion, 2-3 h;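 active means lowest replicate activation of at least 40%, so every replicate reaches that level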;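 further: 0% = median of neutral control wells and 100% = median of IBMX positive control wells; some compounds called inactive have numbers as strong as hits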
CFTR F508del cor: F508del CFTR correction, initial screen, CFBE line, single point; CFBE cells, YFP halide quenching; stimulated with forskolin plus potentiator P3; % fluorescence drop versus neutral controls; activity (quench increase), % at 7.58 µM; hit rate 0.36% among 350,000;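 active means mean added fluorescence quench of at least 8% versus neutral control, with both replicates also reaching 8%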;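 further: cells transiently co-express mutant CFTR-F508del with the halide-sensitive YFP; corrector assay measuring rescue of mutant channel to the surface after 24 h compound exposure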
PGC1a acetyl inh: inhibitors of PGC1a acetylation signal, primary screen, cell-based, U2OS, AlphaScreen, inhibitor mode; AlphaScreen anti-acetyl-lysine; with virally co-expressed GCN5 acetyltransferase; inhibition, % at 15.6 µM; hit rate 0.17% among 350,000; AID 651687, 2012;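 active means every replicate shows inhibition of at least 40%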;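 further: 0% = neutral control wells and 100% = positive control wells; some results beyond the cut were filed as inactive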
FN deposit inh: inhibitors of fibronectin matrix deposition, primary screen, AH1F cells, Alexa488-fibronectin fluorescence, plate reader | hit rate 0.086% among 350,000 | AH1F fibroblasts, overnight | AID 743247, 2014 | inhibition, % at 12.6 µM;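 active means mean inhibition across replicates of 30% or more, regardless of how many single replicates reach that level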;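 further: positive control wells lacked labelled fibronectin entirely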
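Test system: AH1F fibroblast monolayer depositing Alexa488-labelled fibronectin into matrix. Input: 10000 cells per well. Technique: fluorescence, ex 485 nm, em 525 nm. Buffer or medium: DMEM plus 2% serum, read in PBS. Timing: 1 h cell adhesion before compound, then overnight fibronectin incubation. Compound: single dose, pinned. Read-out basis: inhibition from reduced deposited-fibronectin fluorescence.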
Statin myotox sup: suppressors of statin myotoxicity in C2C12 myotubes, primary screen, cell-based, single point, plate reader; C2C12 myotubes + simvastatin, ATP luminescence, 48 h; scaled: DMSO 0, geranylgeraniol control 100; rescue of ATP level, % at 7.49 µM; hit rate 0.78% among 330,000; AID 602340, 2012;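 active means mean ATP rescue above about 67%, or every replicate alone reaching that limit, limit read from the data, passing the limit was not always enough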;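 further: myotubes were challenged with 10 µM simvastatin during compound exposure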
miR-122 sensor: miR-122 Renilla sensor signal increase in Huh7, primary screen, miR-122 inhibitor project, cell-based, single point, plate reader; hit rate 0.3% among 340,000; AID 602342, 2012; activation (reporter increase), % at 12.5 µM; Huh7 miR-122 Renilla luciferase sensor, 48 h; neutral wells = 0, positive control = 100;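 active means mean replicate activation score at least 90 and every replicate individually at or above 90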;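 further: higher luciferase means less miR-122 activity so hits act as miR-122 inhibitors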
An asterisk follows results filed as active; nt = no result given; & = joins results of further samples; [ ] = remark or other dose.

SMILES	PglD DTNB	Cneo AK release	INS-1E GSIS act	CFTR F508del cor	PGC1a acetyl inh	FN deposit inh	Statin myotox sup	miR-122 sensor
Cc1cc(C)n2nc(SCC(=O)NC(=O)c3ccccc3Cl)nc2n1	3	0	-2	-2.4	-2	-5	6	-7
N#C/C(=C\Nc1ccc2c(c1)OCCO2)C(=O)NCc1ccco1	-3	1	18	-0.5	-1	3	0	0
COc1ccc(CN(C)C[C@@H]2Oc3ccc(NC(=O)c4ccncc4)cc3C(=O)N([C@@H](C)CO)C[C@@H]2C)cc1	1	0	16	0.7	2	nt	-1	0[16.7 µM]
Cc1cccc(-c2ccc([C@H]3[C@@H](CO)N4CCCCN(S(=O)(=O)c5cn(C)cn5)C[C@H]34)cc2)c1	6	-1	-7	-1.2	-2	nt	nt	4[16.7 µM]
COc1ccc(CN(C)C[C@H]2Oc3ccc(NC(=O)Cn4cnnn4)cc3CC(=O)N([C@H](C)CO)C[C@@H]2C)cc1	3	-3	9	-1.1	-2	nt	35	0[16.7 µM]
CCSc1nnc(NC(=O)C2(C)Cc3ccccc3C(=O)O2)s1 (stereo not drawn)	10	5	nt	nt	nt	nt	25	0
CC(C)(C)OC(=O)NCCCC[C@H](NC(=O)c1[nH]cnc1C(=O)N[C@@H](Cc1ccccc1)C(=O)OC(C)(C)C)C(=O)OC(C)(C)C	-5	-2	nt	-0.3	-7	11	3	-8
C[C@@H]1CN([C@@H](C)CO)C(=O)c2cc(NC(=O)CCC(F)(F)F)ccc2O[C@@H](C)CCCCO[C@@H]1CN(C)CC1CCCCC1	1	-11	1	-2.8	0	nt	nt	-1[16.7 µM]
O=C(NCC(O)COc1ccc([N+](=O)[O-])cc1)c1ccccc1 (stereo not drawn)	-3	-1	2	0.8	nt	0	20	6
C[C@@H]1CN([C@H](C)CO)C(=O)c2cc(NS(=O)(=O)c3cn(C)cn3)ccc2O[C@@H]1CN(C)S(C)(=O)=O	1&-3	0&7	11&8	-3.3&1.1	-3	-1	23&15	-2[16.7 µM]
Cc1noc(C)c1S(=O)(=O)Nc1ccc2c(c1)C(=O)N([C@H](C)CO)C[C@@H](C)[C@@H](CN(C)C(=O)C1CCCCC1)OCCCC[C@@H](C)O2	-3	2	-17	-2.2	-2	nt	nt	-4[16.7 µM]
CO[C@H](CN(C)C(=O)c1ccccc1F)[C@@H](C)CN([C@H](C)CO)S(=O)(=O)c1ccc(C)cc1	-1	-4	17	0.1	-15	-6	4	nt
CNc1nc(NCc2ccccc2)c2sccc2n1	9	0	20	1.6	nt	13	-2	-9
COc1cc(OC)c(C(=O)OCCCOC(=O)c2cc(OC)c(OC)cc2OC)cc1OC	-2	0	17	0.5	nt	5	nt	-7
COc1cc(C(=O)OCC(=O)N2CCCC2)cc2c1OCCO2	-5	1	8	0.6	-11	-7	2	-9
CC(=O)c1c(C)oc2ccc(NS(=O)(=O)c3ccc(C)cc3)cc12	-1	-2	-18	-0.4	-39	-1	-25	23
C[C@H]1CN([C@@H](C)CO)S(=O)(=O)c2ccc(-c3cccc(F)c3)cc2O[C@@H]1CN(C)C	-7&2&2	-1&-3&46	-7&12	1.3&2.7&0.1	-7&3&-4	-1&-1	-8&12&12	12
C[C@H](O)C#Cc1ccc([C@@H]2[C@H]3CN(CC4CCOCC4)CCCCN3[C@H]2CO)cc1	0	0	1	1.5	-8	nt	nt	-1[16.7 µM]
O=C(Oc1ccc2ccc(=O)oc2c1)N1CCOCC1	-3	-5	nt	nt	6	nt	11	-2
O=S(=O)(c1ccc2ccccc2c1)N1CCCCC1	3	4	-19	-2.6	-11	nt	nt	-1
Cc1ccc(S(=O)(=O)Nc2ccc3c(c2)CC(=O)N([C@H](C)CO)C[C@@H](C)[C@H](CN(C)C(=O)NC(C)C)O3)cc1	-11	-1	9	0.4	5	nt	20	2[16.7 µM]
CC(C)NC(=O)N(C)C[C@H]1Oc2ccc(NS(=O)(=O)c3cn(C)cn3)cc2CC(=O)N([C@@H](C)CO)C[C@@H]1C	-1	-1	11	-1.0	6	nt	41	4[16.7 µM]
Cc1ccc(Cl)cc1N1CCN(C(=O)CCCn2c(=O)c3cccn3c3cccnc32)CC1	3	1	-7	-2.0	-1	5	5	12
O=C(N/N=C/c1ccccn1)c1ccc(Br)o1	-1	0	nt	nt	-8	-4	2	8
CC(C)=C1C2CCC1C1C(=O)N(c3nc(-c4ccc(F)cc4)c(C)s3)C(=O)C21 (stereo not drawn)	nt	-8	-20	nt	-39	nt	-29	-2
Cc1ccc(S(=O)(=O)Cc2cn3cccnc3n2)cc1	-35	2	5	nt	-8	nt	2	-3
CCN(CC(=O)Nc1ccc(OC)cc1)C(=O)c1cccc(S(=O)(=O)N2CCN(c3ccccc3)CC2)c1	-2	0	-24	0.6	nt	5	-2	1
Cc1ccc([C@H]2C[C@H](O)[C@@H](n3cc(-c4ccc(F)cc4)nn3)CN2C(=O)c2cccs2)cc1	0	1	-24	-0.7	-6	-6	-5	-4
CNC[C@@H]1Oc2ccc(NC(=O)Nc3ccc(F)cc3)cc2C(=O)N([C@H](C)CO)C[C@H]1C	12	-2	4	0.6	-15	-8	-1	-1[16.7 µM]
CC=Cc1ccc2n(c1=O)C[C@@H]1[C@@H](CO)[C@H](C(=O)Nc3ccccc3)N(CC3CC3)[C@H]21 (mixture of isomers)	1	-8	-6	0.3	nt	nt	28	-1[16.7 µM]
O=C(O)CSC1CC(=O)N(c2ccc(Br)cc2)C1=O (stereo not drawn)	-2	-3	-3	-2.8	nt	3	-7	nt
C[C@H]1CN([C@@H](C)CO)C(=O)Cc2cc(NC(=O)Nc3ccc(F)cc3)ccc2O[C@H]1CN(C)Cc1ccc(C(=O)O)cc1	-6	2	-6	-3.1	12	nt	34	-8[16.7 µM]
CC=Cc1ccc2n(c1=O)C[C@H]1[C@H](CO)[C@@H](C(=O)Nc3ccc(-c4ccccc4)cc3)[C@@H]2N1C(=O)CC (mixture of isomers)	0	0	-13	nt	nt	0	9	nt
CC1CCCN(CC(O)COC(c2ccccc2)c2ccccc2)C1 (stereo not drawn)	nt	nt	-12	-3.6	38	-6	nt	-5
CCOC(=O)/C(=C\c1c[nH]c2ccccc12)NC(C)=O	6	3	4	nt	5	1	nt	-4
C[C@H]1CN([C@@H](C)CO)C(=O)Cc2cc(NC(=O)Cc3cn(C)c4ccccc34)ccc2O[C@@H]1CN(C)S(=O)(=O)c1cn(C)cn1	-4	2	7&23	-1.7	nt	2&-2	6	nt
N#CC(c1ccccc1)c1cnccn1 (stereo not drawn)	0	2	6	3.8	-11	11	-17	8
CC1C(=O)N2CCCc3cc(NC(=O)C4CC4)cc1c32 (stereo not drawn)	-1	-1	0	-2.3	nt	-4	0	nt
C/C(=N\Nc1nc2ccccc2[nH]1)c1ccc2c(c1)OCO2	8	34	-3	nt	-10	nt	-27	-7
C[C@H]1CN([C@@H](C)CO)C(=O)c2cccc(NC(=O)c3cnccn3)c2O[C@@H]1CN(C)C	-13	-2	16	-0.6	-1	nt	-7	0[16.7 µM]
Cc1cc(C)nc(NC(=O)c2ccc(COc3ccccc3Cl)cc2)c1	7	-2	-13	-2.2	4	-1	13	-8
O=C(CCc1nnc2n(Cc3ccccc3)c(=O)c3ccccc3n12)NCCN1CCOCC1	-4	1	2	-1.8	1	-5	-2	-4
C[C@H](CO)N1C[C@H](C)[C@H](CN(C)C(=O)c2ccccc2)Oc2cc(-c3cccc(C#N)c3)ccc2S1(=O)=O	1	-8	-5	1.5	1	13	-25	5[16.7 µM]
COc1ccc(OC)c(NS(=O)(=O)c2c(C)nc3sccn3c2=O)c1	-3	-1	8	0.0	-4	7	nt	14
C[C@@H]1CCCCO[C@@H](CN(C)Cc2ccc(Cl)c(Cl)c2)[C@H](C)CN([C@@H](C)CO)C(=O)c2cc(NC(=O)Nc3ccc4c(c3)OCO4)ccc2O1	-3	1	9	0.0	-22	nt	nt	-7[16.7 µM]
Cn1c(C(=O)N2CCc3ccccc3C2)cc2oc3ccccc3c21	-3	-9	nt	nt	-5	nt	-9	6
CN(CC(=O)NCCc1ccccn1)S(=O)(=O)c1ccc(Cl)cc1	nt	1	19	-1.0	-5	1	0	-3
CNC(=O)C[C@@H]1CC[C@H]2[C@H](COc3ccc(NC(=O)c4ccccc4OC)cc3C(=O)N2C)O1	2	55	0	-2.4	7	-11	-2	-8[16.7 µM]
O=C(NC(CC(=O)N1CCCC(C(F)(F)F)C1)c1ccccc1)c1ccccc1Cl (stereo not drawn)	5	0	-12	0.7	nt	7	12	4
Cc1ccccc1S(=O)(=O)N1C[C@H](O)COC[C@H]2O[C@H](CC(=O)N3CCN(C)CC3)CC[C@@H]21	2	-3	12	1.7	-8	-8	-7	-1[16.7 µM]

Arranged by formula weight (rising): some entries from above.
SMILES	PglD DTNB	Cneo AK release	INS-1E GSIS act	CFTR F508del cor	PGC1a acetyl inh	FN deposit inh	Statin myotox sup	miR-122 sensor
CC(=O)c1c(C)oc2ccc(NS(=O)(=O)c3ccc(C)cc3)cc12	-1	-2	-18	-0.4	-39	-1	-25	23
C[C@H]1CN([C@@H](C)CO)C(=O)c2cccc(NC(=O)c3cnccn3)c2O[C@@H]1CN(C)C	-13	-2	16	-0.6	-1	nt	-7	0[16.7 µM]
Cc1ccccc1S(=O)(=O)N1C[C@H](O)COC[C@H]2O[C@H](CC(=O)N3CCN(C)CC3)CC[C@@H]21	2	-3	12	1.7	-8	-8	-7	-1[16.7 µM]

(continued)
SMILES	PglD DTNB	Cneo AK release	INS-1E GSIS act	CFTR F508del cor	PGC1a acetyl inh	FN deposit inh	Statin myotox sup	miR-122 sensor
Cc1ccc(N=C2CCCCCN2C)c(C#N)c1	-4	1	18	nt	nt	-6	nt	9
C[C@@H]1CN([C@H](C)CO)C(=O)c2c(c3ccccc3n2C)-c2ccccc2CO[C@@H]1CN(C)S(=O)(=O)c1ccc(Cl)cc1	-1	-4	-4	2.2	-8	-1	48	nt
N#CC1=C(N)Oc2n[nH]c(-c3cccs3)c2C1C1C=CCCC1 (stereo not drawn)	-1	0	nt	nt	2	12	5	-5
CCOC(=O)C1(Cc2ccc(Cl)cc2)CCN(C(=O)c2cnc(C)cn2)CC1	-3	0	-23	0.8	-6	-2	nt	-14
Cc1cccc(-c2nnc(-c3cccc4ccccc34)o2)c1	-2	-29	12	0.6	3	-13	-3	146*
Cn1c(SCC(=O)Nc2nncs2)nnc1C1CC1	1	0	0	2.3	nt	nt	-8	6
CC(=O)c1cccc(NC(=O)c2cc(C)nn2-c2ccccc2)c1	-6	6	nt	0.1	5	6	8	3
Cc1ccc(-n2nnnc2SCC(=O)c2c(N)n(C3CC3)c(=O)[nH]c2=O)cc1C	-2	0	9	0.9	-4	-33	-12	-8
CCC(C)(C(=O)NC1CCCC1)N(C(=O)CC1NC(=O)NC1=O)c1ccc(C)cc1 (stereo not drawn)	-1	-2	nt	nt	9	6	nt	2
N/C(CN1CCCC1=O)=N\OC(=O)c1ccc(Cl)c(Cl)c1	-7	2	1	-0.1	4	2	nt	-3
COc1ccc(-c2cc(C(=O)NCc3ccccc3)no2)cc1OC	2	3	14	nt	-14	0	62	3
Cn1c(CC(=O)NNC(=O)c2ccccc2F)nc2ccccc21	-1	0	-7	-2.9	-4	-3	-3	-8

Assay outcomes from PubChem BioAssay.
